Assay outcomes as filed in PubChem.
hERG WT inh = qHTS for Inhibitors of KCHN2 3.1: Wildtype qHTS. activity change, % at 1.84 µM. U2OS, BacMam KCNH2, thallium flux FluxOr; active compounds read low. actives 0.37% (n = 340,000);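 active = maximum activity change below -70%; inconclusive = maximum activity change between -70% and -50%; inactive = maximum activity change above -50%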; also: % is scaled to controls: 0 for no effect and ±100 for the full control effect
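U2OS cells were transduced with wild-type KCNH2 virus (2.03 x 10^8 / mL) for 4 h at room temperature, then cultured overnight at 37 C. Thallium flux was read with FluxOr dye. Rate constants were normalized to DMSO controls.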
TCR activator = Activators of T cell receptors: qHTS campaign; AID 504894, 2011; 330,000 tested, under 10 active; primary human leukocytes, anti-CD3, IL-2 HTRF, 48 h; Potency, µM (series often up to 9.22 µM), for inactives: at the highest dose activation of IL-2 secretion, hits mostly activators; also: % of control where 0% means no effect
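Human primary leukocytes + a-CD3 beads + cpd, 48 hr; IL-2 in supernatant by HTRF (ex 320nm / em 665nm). No co-stimulatory signal supplied.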
CXXC DNA block = qHTS Fluorescence Polarization Assay for Inhibitors of MLL CXXC domain - DNA interaction; AID 2662, 2010; MLL-CXXC / FITC-HOXA9 DNA fluorescence polarization; Histone-lysine N-methyltransferase 2A (Homo sapiens), Q03164; Potency, µM (doses to about 115 µM), for inactives: at the highest dose activity change, negative = inhibition, usual class: inhibitors; actives 0.037% (n = 290,000); active = well fitted inhibition curve with a large enough effect in the polarisation, with a control signal flat, not every such curve was filed as active; inconclusive = small, poorly fitted or top-dose-only effect, or effect the other way, or a change in a side signal; inactive = no such curve, though single readings can be large or run the other way; the % refers to the polarisation; also: potency is read from the fitted curve at half-maximal effect
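Purified MLL-CXXC (added from a 7 uM solution) was preincubated 5 min at ambient with pinned compounds in 50 mM Tris-HCl pH 7.5, 50 mM NaCl, 1 mM DTT, 0.05% BSA. Fluorescein-labeled HOX-A9 DNA (50 nM solution) followed, 30 min, then polarization read.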
TSHR antagonist = Antagonists of the Thyroid Stimulating Hormone Receptor: HTS campaign; TSHR-expressing cells, TSH-stimulated cAMP HTRF, 2 h; active compounds read low; Thyrotropin receptor (Homo sapiens), P16473; activity change, negative = inhibition, % at 11.5 µM; actives 0.2% (n = 330,000);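 active = activity change below a set negative limit, meaning inhibition stronger than a set level, cut at about -70% in these data; inconclusive = activity change between two set negative limits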; also: % is scaled to controls: 0 for no effect and ±100 for the full control effect
Target sequence (P16473 whole entry, looked up): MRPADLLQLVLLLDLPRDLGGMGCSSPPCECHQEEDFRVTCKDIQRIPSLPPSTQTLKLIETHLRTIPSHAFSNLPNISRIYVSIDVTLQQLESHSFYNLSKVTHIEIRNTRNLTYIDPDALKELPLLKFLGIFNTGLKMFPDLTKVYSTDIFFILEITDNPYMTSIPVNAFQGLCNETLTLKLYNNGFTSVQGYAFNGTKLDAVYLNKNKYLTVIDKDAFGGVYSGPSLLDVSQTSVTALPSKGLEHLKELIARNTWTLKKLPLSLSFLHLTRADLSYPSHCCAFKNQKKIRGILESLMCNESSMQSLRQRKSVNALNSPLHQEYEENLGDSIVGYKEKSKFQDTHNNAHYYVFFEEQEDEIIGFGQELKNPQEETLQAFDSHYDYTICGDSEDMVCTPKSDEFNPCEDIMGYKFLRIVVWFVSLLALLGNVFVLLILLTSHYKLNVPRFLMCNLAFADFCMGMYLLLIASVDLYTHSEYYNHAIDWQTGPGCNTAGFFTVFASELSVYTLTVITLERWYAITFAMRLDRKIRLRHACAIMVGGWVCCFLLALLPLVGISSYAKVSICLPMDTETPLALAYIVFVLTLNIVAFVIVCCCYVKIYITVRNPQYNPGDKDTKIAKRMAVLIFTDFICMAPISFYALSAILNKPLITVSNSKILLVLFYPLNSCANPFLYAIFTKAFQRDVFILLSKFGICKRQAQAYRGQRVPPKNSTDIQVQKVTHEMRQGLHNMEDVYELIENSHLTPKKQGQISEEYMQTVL
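Competitive HTRF cAMP read-out (cryptate anti-cAMP antibody, cAMP-d2; 30 min, room temperature) in freshly harvested TSHR cells. Compounds added before TSH at EC80 (4nM final), followed by 2 hours' incubation at 37 deg C.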
FBPA coupling cs = qHTS Assay for Inhibitors of Fructose-1,6-bisphosphate Aldolase from Giardia Lamblia: Coupling assay counterscreen | coupling enzyme system counterscreen, AmpLite Red fluorescence | activity change, negative = inhibition, % at 58.2 µM, hits read low | actives 0.67% (n = 290,000); in the data active = activity change below about -30%; also: % is scaled to controls: 0 for no effect and ±100 for the full control effect
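First, compound is pin-transferred into glyceraldehyde-3-phosphate coupling-enzyme reagent at 57.5 uM final and held 10 min at RT. Next, substrate, coupling system and AmpLite Red are added. After 20 min RT, fluorescence (525/598 nm) is read.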
Giardia kill = Small Molecules that selectively kill Giardia lamblia: qHTS | Giardia lamblia trophozoite viability | activity change, % at 7.66 µM, hits read low | actives 0.15% (n = 340,000); in the data active = activity change below about -80%; inconclusive = between about -30% and that limit;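 also: parasites exposed to compound for two days anaerobically before the ATP read; % is scaled to controls: 0 for no effect and ±100 for the full control effect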
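Compounds were tested on trophozoites seeded at 100 cells/well and held 48 hrs at 37 deg C anaerobically. An ATP-based luminescent kit measured the remaining live cells.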
Chronic BCR inh = qHTS Assay to Find Inhibitors of Chronic Active B-Cell Receptor Signaling; ABC-DLBCL IkBa-CBG/CBR reporter, luminescence ratio, 4 h; Potency, µM (titrated, usually from 46.1 µM), without a hit: at the top dose ratio change, negative = lower green/red ratio, hits mostly inhibitors; actives 0.05% (n = 340,000); active = well fitted inhibition curve with a large enough effect in the signal ratio, with a control signal flat, not every such curve was filed as active; inconclusive = small, poorly fitted or top-dose-only effect, or effect the other way, or a change in a side signal; the % refers to the signal ratio;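 also: potency is read from the fitted curve at half-maximal effect; plate controls were basal doxycycline-induced cells for no effect and cells given 10 µM MG132 for full effect; MG132 reads +100%, hits lower the ratio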
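Cell line TMD8 (human ABC DLBCL), stably expressing tet-inducible CBG68-IkBa fusion and CBR; IMDM/0.5% FBS; cpd up to 46 uM; dox induction, 4 h, 37C/5% CO2; dual luminescence; green/red ratio; MG132 control.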
AT treatment = qHTS Assay for Identifying a Potential Treatment of Ataxia-Telangiectasia; […] A-T fibroblasts, KAP-1 phosphorylation AlphaLISA; neocarzinostatin DNA damage 30 min before lysis; Potency, µM (doses to about 57.5 µM), inactives show at the highest dose activation, hits mostly activators; actives 0.19% (n = 320,000); AID 485349, 2010; also: potency is read from the fitted curve at half-maximal effect; % of control where 0% means no effect; nearly all actives have a fitted effect of over 45% in size
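ATM-like activity read as KAP-1 phosphorylation via AlphaLISA donor/acceptor antibody pairs after lysis and 6 hr at 25C. Cells were ATM-null patient fibroblasts ([…], hTERT), dosed 60 min, then exposed to the DSB inducer NCS for 30 min.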
GALK inhibitor = qHTS Assay for Inhibitors of Human Galactokinase (GALK); P51570; Purified GALK, Kinase-Glo residual ATP luminescence; Potency, µM (titrated, usually from 57.5 µM), for inactives: top-dose activity change, negative = inhibition, actives largely listed as inhibitors; actives 0.007% (n = 270,000); AID 1868, 2009; also: potency is read from the fitted curve at half-maximal effect; % is scaled to controls: 0 for no effect and ±100 for the full control effect
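The enzyme phosphorylates galactose (100 uM) using ATP (35 uM); inhibition is detected as higher residual ATP, quantified by bioluminescence after 1 h reaction at room temperature, pH 8.0.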
Tb PFK block = qHTS Assay to Find Inhibitors of T. brucei phosphofructokinase; ATP-dependent 6-phosphofructokinase (Trypanosoma brucei brucei), O15648; AID 485367, 2010; T. brucei PFK, ADP-Glo luminescence; Potency, µM (doses to about 57.5 µM), inactives show top-dose activity, negative = inhibition, usual class: inhibitors; actives 0.17% (n = 330,000);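 also: potency is read from the fitted curve at half-maximal effect; 0% = uninhibited 1x PFK enzyme wells and -100% = no-enzyme wells; nearly all actives have a fitted effect of over 60% in size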
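ADP-Glo luminescence quantified ADP after 45 min at room temperature, with 1.25 nM T. brucei PFK, 0.1 mM ATP and 0.5 mM fructose-6-phosphate in pH 8.0 TEA buffer. qHTS titrations up to 57 µM; curves classified by quality.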
The depositor's hits bear a star; ? = inconclusive; / = no result given; & = joins results of further samples; [ ] = remark or other dose. Unless noted, calls follow the shape of the dose curve; as a rule, active = well fitted curve in the direction sought with a large enough effect; inconclusive = small, poorly fitted or top-dose-only effect, or another doubt; inactive = no such curve, though single readings can be large; an effect the other way counts as inactive or inconclusive.

#	SMILES	hERG WT inh	TCR activator	CXXC DNA block	TSHR antagonist	FBPA coupling cs	Giardia kill	Chronic BCR inh	AT treatment	GALK inhibitor	Tb PFK block
1	Nn1c(Cc2cccc3ccccc23)nnc1SCC(=O)N1CC(=O)Nc2ccccc21	12	-1%	-9%	4	1	-26	5%	-3%	1%	-8%
2	Nc1c(C(=O)CSc2ccccn2)c(=O)[nH]c(=O)n1C1CC1	1	5%	/	15	/	11	-3%	-6%	/	0%
3	CC(/C=C/c1ccccc1)=N\NC(N)=S	-23	4%	-4%	-3	0	4	?	-1%	0%	1%
4	Cc1ccc(O)c(NC(=O)C2CC(c3c(F)cccc3Cl)=NO2)c1 (stereo not drawn)	-5	-2%	3%	6	-1	-11	?	-4%	1%	-3%
5	CC(C)CCNC(=O)NC(=O)COC(=O)/C=C/c1cc(Br)ccc1F	0	1%	-6%	17	-3	-1	6%	10%	0%	-1%
6	Cc1cc(=O)oc2cc(Oc3ncccc3[N+](=O)[O-])ccc12	1	1%	-4%	6	-5	-14	2%	2%	-3%	1%
7	O=C(CCCCCCCCCCC(=O)NCc1cccnc1)NCc1cccnc1	-8	15%	-5%	-8	0	-6	9%	-2%	-1%	3%
8	CSc1ccccc1NC(=O)CN(C)C(C)C(=O)Nc1ccc(C#N)cc1 (stereo not drawn)	8	-2%	3%	-3	-1	9	2%	3%	-1%	-8%
9	CCCCNC(=S)NNC(=O)c1csc(C)c1	-16	-5%[46.1 µM]	-1%	13	1	-13	2%	-1%	-2%	-2%
10	CCOC(=O)N1C=CC(C)=C[C@@H]2[C@@H](N3C(=O)c4ccccc4C3=O)C(=O)N21	-11	-6%[46.1 µM]	1%	0	-1	-5	?	16%	2%	-7%

Of the compounds above, these have nitrogen in an aromatic ring.
#	SMILES	hERG WT inh	TCR activator	CXXC DNA block	TSHR antagonist	FBPA coupling cs	Giardia kill	Chronic BCR inh	AT treatment	GALK inhibitor	Tb PFK block
1	Nn1c(Cc2cccc3ccccc23)nnc1SCC(=O)N1CC(=O)Nc2ccccc21	12	-1%	-9%	4	1	-26	5%	-3%	1%	-8%
2	Nc1c(C(=O)CSc2ccccn2)c(=O)[nH]c(=O)n1C1CC1	1	5%	/	15	/	11	-3%	-6%	/	0%
6	Cc1cc(=O)oc2cc(Oc3ncccc3[N+](=O)[O-])ccc12	1	1%	-4%	6	-5	-14	2%	2%	-3%	1%
7	O=C(CCCCCCCCCCC(=O)NCc1cccnc1)NCc1cccnc1	-8	15%	-5%	-8	0	-6	9%	-2%	-1%	3%

(next part)
#	SMILES	hERG WT inh	TCR activator	CXXC DNA block	TSHR antagonist	FBPA coupling cs	Giardia kill	Chronic BCR inh	AT treatment	GALK inhibitor	Tb PFK block
11	CC(C)N(C(=O)COc1ccc(Br)cc1Cl)C(C)C	-9	-35%	1%	-22	6	11	6%	3%	1%	3%
12	CC(C)CC1c2[nH]c3ccccc3c2CCN1C(=O)CCC(=O)N(C)C (stereo not drawn)	-6	0%	-3%	7	-1	-6	?	1%[11.5 µM]	-3%	5%
13	Cc1ccc(C(=O)NCC(=O)NC2CCCC2)cc1	3	/	-22%	-2	1	-4	5%	2%	1%	1%
14	Cc1ccc(SCCn2nc(C(=O)O)c3ccccc3c2=O)cc1	2	-2%	3%	4	2	21	0%	0%	2%	1%
15	CC(C)(CO)NC(=O)C(Cc1ccccc1)N1C(=O)c2ccccc2C1=O (stereo not drawn)	1	-4%	-2%	0	3	-4	?	-1%	10%	0%
16	COc1cccc(N2CCN(c3ncnc4c3[nH]c3ccccc34)CC2C)c1 (stereo not drawn)	/	5%[46.1 µM]	-1%	-100*	-2	/	?	0%	-1%	-1%
17	Oc1ccccc1CNc1ccc(Br)cn1	-22	1%	8%	-10	1	-8	?	0%	1%	-4%
18	N#Cc1cnn2c1nc(N1CCCCC1)c1ccccc12	-11	7%	3%	14	3	11	9%	0%	-2%	-5%
19	CC(OC(=O)c1ccco1)C(=O)NCc1cccs1 (stereo not drawn)	15	8%[46.1 µM]	3%	-1	3	-7	-4%	/	-2%	-2%
20	COc1ccc(NC(=O)CN2C(=O)CSc3ncccc32)cc1	-13	2%	/	-11	1	2	?	3%	/	0%
21	Fc1ccc(-c2nnc(SCc3ncc(-c4ccccc4)o3)n2CC2CCCO2)cc1 (stereo not drawn)	-5	-6%	-1%	-4	5	1	-1%	0%	1%	2%
22	COc1ccc(OCc2nnc(SCC(=O)c3c(N)n(C)c(=O)n(C)c3=O)n2-c2ccccc2F)cc1	/	/	-2%	13	6	/	4%	-1%	-3%	-4%
23	CCC(c1nnnn1Cc1ccc2c(c1)OCO2)N1CCN(c2ccc(OC)cc2)CC1 (stereo not drawn)	12	-3%	-11%	-31	-4	46[activator]	2%	/	3%	-2%
24	O=C(CC1C(=O)NCCN1Cc1cccc(Oc2ccccc2)c1)NCCCn1cccn1 (stereo not drawn)	-2	-2%	-1%	-5	-3	-12	-2%	2%	-2%	-1%
25	Cc1cc(C)nc(NNC(=O)NC2CCCCC2)n1	3	3%	2%	0	-1	-6	-1%	4%	0%	-3%
26	Cn1cncc1C#Cc1ccc2cc(C(C)(C)O)oc(=O)c2c1	12	13%	/	-8	/	17	-25%	11%	/	11%
27	COc1ccc(C)cc1Nc1c2c(nc3ccccc13)CCC2	3	3%	-25%	-1	0	26	?	?	-1%	-4%
28	CCNS(=O)(=O)c1ccc2nc(NC(=O)c3cccnc3)sc2c1	-1	3%	5%	-12	5	1	-1%	0%	6%	-14%
29	COC(=O)[C@@H]1C[C@@H]2CC[C@@H](O)C[C@@H]2N1Cc1ccccc1OS(=O)(=O)c1ccc(C)cc1	-10	3%	11%	0	-1&0	-1	-8%	35%	-2%	0%
30	COc1ccc(/C=N/NC(=O)c2cc[n+]([O-])cc2)cc1O	1	5%	-6%	30	2	5	4%	-9%	-2%	1%
31	CCNc1nc(NCC)nc(N/N=C/c2ccccc2)n1	26	-1%	-4%	-7	1	-8	-3%	11%	4%	0%
32	COc1cnc(-c2cccc(C(F)(F)F)c2)[nH]c1=O	8	4%	1%	0	0	-7	9%	1%	0%	0%
33	O=C(NC(=O)c1ccccc1)Nc1cccc(S(=O)(=O)N2CCCCC2)c1	-3	-2%	13%	-3	-7	-12	4%	-1%	-2%	0%
34	CCOC(=O)c1cccc(COC(=O)c2cccc(-c3nnc(-c4ccccc4)o3)c2)c1	10	0%[46.1 µM]	12%	-5	1	15	?	11%	/	0%
35	Cc1ccc(S(=O)(=O)NC(C(=O)N2CCOCCOCCOCC2)c2ccccc2)cc1 (stereo not drawn)	0	0%	3%	3	1	-12	0%	-8%	1%	6%
36	CC(C)CC1NC(=O)N(CC(=O)N2CCN(S(=O)(=O)c3ccc4ccccc4c3)CC2)C1=O (stereo not drawn)	-1	4%	2%	-5	1	-9	?	5%	0%	-10%
37	COc1cc2c(=O)c(-c3ccc(O)cc3)coc2cc1OC1OC(CO)C(O)C(O)C1O (stereo not drawn)	-10	-1%	-4%	-4	0	9	?	3%	/	-7%

Down the list, as entered above.
Entries 31–37 in TCR activator: -1%, 4%, -2%, 0%[46.1 µM], 0%, 4%, -1%
